PvdQ acylase = blocks Pseudomonas aeruginosa PvdQ acylase activity; 340,000 tested, 0.063% active; inhibition, % at 10 µM; AID 488965; purified PvdQ acylase, fluorescence plate reader; in the data active = inhibition above about 30%, passing the limit was not always enough;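 also: 0% = vehicle neutral wells and 100% = reference inhibitor wells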
dFosB act = activators of mouse delta FosB homodimer | activation, % at 25 µM | purified delta FosB, TAMRA-CDK5 oligo fluorescence polarization; percent of positive-control signal above neutral wells | 340,000 tested, 0.99% active | P13346 | AID 493131;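 active = mean activation above about 17%, with every replicate also reaching it, limit read from the data, passing the limit was not always enough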;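 also: fluorescence polarization rise as delta FosB binds a TAMRA Cdk5 AP-1 oligo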
Target sequence (P13346 whole entry, looked up): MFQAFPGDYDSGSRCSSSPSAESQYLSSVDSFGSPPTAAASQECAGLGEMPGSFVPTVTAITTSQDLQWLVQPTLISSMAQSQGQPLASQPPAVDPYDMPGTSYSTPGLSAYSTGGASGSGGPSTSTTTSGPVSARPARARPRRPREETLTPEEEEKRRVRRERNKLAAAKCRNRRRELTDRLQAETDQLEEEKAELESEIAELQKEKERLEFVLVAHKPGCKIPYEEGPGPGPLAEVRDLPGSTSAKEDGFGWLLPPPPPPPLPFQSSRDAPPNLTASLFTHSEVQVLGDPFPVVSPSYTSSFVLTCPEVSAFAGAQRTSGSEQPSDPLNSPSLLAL
Rtt109 HAT inh = inhibitors of Candida albicans Rtt109/Vps75 histone acetyltransferase; purified Rtt109/Vps75, ThioGlo CoA-SH fluorescence, 4 h; inhibition, % at 34.9 µM; 330,000 tested, 0.16% active;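 active = inhibition of at least 50% in every replicate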
Target sequence (Q5AAJ8 whole entry, looked up): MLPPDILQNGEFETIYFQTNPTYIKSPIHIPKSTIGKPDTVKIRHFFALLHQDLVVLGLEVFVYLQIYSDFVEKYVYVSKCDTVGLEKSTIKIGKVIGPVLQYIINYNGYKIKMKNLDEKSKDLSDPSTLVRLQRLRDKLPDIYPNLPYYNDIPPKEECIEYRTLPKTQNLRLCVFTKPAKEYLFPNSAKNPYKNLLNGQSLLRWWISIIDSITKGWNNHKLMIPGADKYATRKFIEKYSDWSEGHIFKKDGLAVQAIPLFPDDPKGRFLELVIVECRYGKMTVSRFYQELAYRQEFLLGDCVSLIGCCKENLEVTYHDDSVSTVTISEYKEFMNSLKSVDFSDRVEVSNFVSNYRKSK
SR-BI DiI-HDL act = SR-BI HDL lipid transfer activation; AID 504775; CHO ldlA[mSR-BI] cells, DiI-HDL uptake fluorescence, 3 h; 100 = double the neutral-control signal; 320,000 tested, 0.096% active; activation, % at 12.5 µM;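 active = mean replicate activation of at least 60% and every replicate at or above 60%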;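 also: 0% = median plate neutral-control signal and 100% = twice that signal; values of inactives mirror those of a sister screen read the other way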
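System: CHO ldlA[mSR-BI] cells / Medium: HEPES-buffered (25 mM, pH 7.4) F12 plus 0.5% BSA / Probe or stimulus: labelled HDL, 10 µg/mL / Doses: single compound concentration, delivered by pin transfer / Schedule: 3 h, 37 °C / Measured by: DiI fluorescence, bottom read / Measure: cell-associated DiI fluorescence as measure of HDL uptake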
MITF TRPM1 HTS = increases MITF-driven TRPM1 promoter luciferase signal | activation, % at 12.5 µM | 300,000 tested, 0.75% active | SK-MEL-5 TRPM1-promoter luciferase, 24 h; % of positive control, neutral wells = 0 | AID 588334;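 active = mean activation of at least 80% with every replicate also reaching 80%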;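 also: 0% = neutral control wells and 100% = parthenolide positive control wells; values of inactives mirror those of a sister screen read the other way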
SR-BI HDL uptake = inhibitors of mouse SR-BI mediated HDL lipid uptake | ldlA[mSR-BI] CHO cells, DiI-HDL uptake fluorescence, 3 h | inhibition, % at 12.5 µM | 320,000 tested, 0.96% active | AID 488896;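 active = mean replicate inhibition of at least 70% and a set share of replicates each scoring 70 or more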;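 also: 0% = median of neutral control wells and 100% = median of positive control wells; values of inactives mirror those of a sister screen read the other way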
CAL PDZ FP-1 = human CAL PDZ-peptide interaction inhibition; 330,000 tested, 0.02% active; purified CAL PDZ, TMR-peptide fluorescence polarization, 1 h; inhibition, % at 20 µM; AID 504414;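 active = highest replicate inhibition of at least 40%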;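 also: plate controls were DMSO neutral control wells for no effect and unlabeled competitor peptide control wells for full effect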
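Read-out basis: mP drop reported as inhibition | Assay system: Tagged CAL PDZ protein CerCALP, purified | Benchmarks: Unlabelled peptide for full inhibition, DMSO wells as neutral | Schedule: 1 h incubation at room temperature before polarization reading | Buffer or medium: Sodium phosphate/NaCl buffer pH 7.4 with TCEP, IgG, Thesit | Doses: Single point, 20 µM | Measured by: Fluorescence polarization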
CAL PDZ FP-2 = blocks peptide binding to the human CAL PDZ domain | Q9HD26 | purified CAL PDZ, TMR-peptide fluorescence polarization, 1 h | inhibition, % at 24.9 µM | 300,000 tested, 0.92% active | AID 602252;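 active = mean inhibition of at least 30% with at least half of replicates also reaching 30%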;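 also: 0% = DMSO neutral control and 100% = excess unlabeled competitor peptide PRC23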
PfHsp90 set2 = growth inhibition of yeast expressing Plasmodium Hsp90. S. cerevisiae expressing PfHsp90, BacTiter-Glo ATP, 48 h; yeast lacking PDR1 and PDR3 efflux regulators. inhibition, % at 9.4 µM. 310,000 tested, 0.32% active. AID 504621;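 active = every replicate shows inhibition above about 80%, whatever the replicate mean, limit read from the data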;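 also: 0% = DMSO neutral controls and 100% = 20 µM radicicol positive controls; yeast relying on Plasmodium falciparum Hsp90 in place of its own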
NSD2 inh = inhibitors of human histone methyltransferase NSD2; NSD2 peptide methylation, AlphaScreen, 120 min; inhibition, % at 12.5 µM; O96028; AID 743445; 310,000 tested, 0.54% active; in the data active = inhibition above about 50%
Starred values were filed as active, the others as inactive; . = no result given; & = joins results of further samples. Rows were taken by chance; 4.3% or so of the library scored in one or more.

SMILES | PvdQ acylase | dFosB act | Rtt109 HAT inh | SR-BI DiI-HDL act | MITF TRPM1 HTS | SR-BI HDL uptake | CAL PDZ FP-1 | CAL PDZ FP-2 | PfHsp90 set2 | NSD2 inh
O=C(Nc1ccccc1)OCCOc1ccc(Cl)cc1Cl | -14 | -8 | -4 | -7 | 16 | 7 | -0.7 | 1 | -25 | -11
COc1ccc(C)cc1NC(=O)CCC(=O)Nc1nnc(C(F)(F)F)s1 | 18 | 10 | 14 | 5 | 1 | -5 | -0.4 | 0 | -12 | .
Cc1cccc(C)c1NC(=O)Cn1c(=O)n(CCC(=O)NCc2ccco2)c(=O)c2sccc21 | -18 | 14 | -16 | -11 | 2 | 11 | -0.5 | -12 | 9 | 4
CC1CC(C)(C)CC2(C1)NC(=O)N(CC(=O)Nc1ccc3[nH]c(=O)[nH]c3c1)C2=O (configuration not stated) | -16 | -9 | 1 | 3 | 9 | -3 | -0.4 | -3 | 24 | 2
CCC/C(O)=C1\C(=O)CC(c2ccccc2)CC1=NCCc1c(C)[nH]c2ccc(C)cc12 (configuration not stated) | 1 | 6 | -2 | -31 | . | 31 | -0.9 | . | -41 | .
COc1cc(/C=N/NC(=O)c2ccccc2O)ccc1OCC(=O)Nc1ccccc1 | 6 | 28* | 11 | -17 | 66 | 17 | 3.6 | 4 | 3 | 3
COc1ccc(C(=O)CC(=O)c2ccccc2O)cc1OC | -2 | -8 | -10 | -51 | 67 | 51 | -1.1 | -3 | -6 | .
Cc1ccc(-c2cc(C(F)F)n3ncc(C(=O)NN4CCCCC4)c3n2)cc1 | -12 | -9 | -4 | -23 | -11 | 23 | -1.0 | 0 | 18 | -3
COCCNC(=O)CN1C(=O)CSc2ccc(S(=O)(=O)N3CCOCC3)cc21 | -23 | 4 | -3 | 9 | -1 | -9 | -1.8 | 1 | -6 | -1
CCc1cc2c(N[C@@H](Cc3ccccc3)C(=O)O)ncnc2s1 | -5 | -2 | -1 | 0 | 1 | 0 | -1.4 | -2 | -8 | 2
Cc1ccc(C)n1NC(=O)c1ccc(Cl)cc1 | -8 | -7 | 3 | -7 | -11 | 7 | -2.7 | -3 | 0 | 4
COC(=O)C[C@H]1c2cc(F)ccc2S(=O)(=O)N1Cc1ccccc1OC | -10 | -6 | -7 | 4 | -17 | -4 | -2.6 | -4 | 15 | .
Cc1nc(C)c(NC(=O)OC(C)C)cc1NC(=O)OC(C)C | 5 | -8 | . | 11 | 8 | -11 | -2.3 | 7 | -8 | -1
O=C(CCn1c(=S)oc2ccccc21)Nc1ccccc1F | -2 | -1 | . | -30 | 22 | 30 | -2.6 | -1 | -2 | -2
Cc1nc2scc(C)n2c(=O)c1S(=O)(=O)Nc1ccc(N2CCOCC2)c(Cl)c1 | -25 | -7 | -3 | -4 | -13 | 4 | -1.8 | 0 | 17 | 3

Three entries already listed, ordered by the number in PvdQ acylase, smallest number first.
molecule | PvdQ acylase
COCCNC(=O)CN1C(=O)CSc2ccc(S(=O)(=O)N3CCOCC3)cc21 | -23
COC(=O)C[C@H]1c2cc(F)ccc2S(=O)(=O)N1Cc1ccccc1OC | -10
COc1ccc(C(=O)CC(=O)c2ccccc2O)cc1OC | -2

Next section.
SMILES | PvdQ acylase | dFosB act | Rtt109 HAT inh | SR-BI DiI-HDL act | MITF TRPM1 HTS | SR-BI HDL uptake | CAL PDZ FP-1 | CAL PDZ FP-2 | PfHsp90 set2 | NSD2 inh
Cn1c(N)c(C(=O)COC(=O)COc2ccc3ccccc3c2)c(=O)n(C)c1=O | 16 | 2 | 12 | 13 | 6 | -13 | -0.8 | -5 | 29 | 0
c1ccc(-c2nc3ccccc3nc2N2CCOCC2)cc1 | -8 | 3 | 0 | -5 | . | 5 | 0.0 | . | -33 | -18
CCN1C(=O)c2ccccc2S(=O)(=O)c2ccc(C(=O)NCc3cccnc3)cc21 | -14 | -4 | 8 | . | -10 | . | -0.3 | . | 17 | .
O=C(NC1CC2CCC(C1)N2Cc1ccccc1)c1ccccc1Br (configuration not stated) | -10 | -1 | -11 | 12 | 0 | -12 | -0.6 | 10 | 6 | 0
COc1ccc(C)c2sc(N(CCCN(C)C)C(=O)c3ccc4c(c3)OCCO4)nc12 | 4 | 5 | 13 | -39 | 9 | 39 | -3.0 | -7 | . | 9
Cc1ccccc1NC1=NCC(c2ccc([N+](=O)[O-])cc2)S1 (configuration not stated) | -10 | -5 | 4 | -13 | -11 | 13 | -0.1 | . | -7 | 20
COc1cccc(NC(=O)C(c2ccccc2)N2CCN(CC(=O)N3CCOCC3)CC2)c1 (configuration not stated) | -7 | -10 | -10 | 26 | -12 | -26 | -0.5 | -3 | 9 | -3
O=C1CSC(=S)N1CC1CCCO1 (configuration not stated) | -5 | 2 | -3 | 13 | -12 | -13 | -2.4 | -3 | -47 | -1
CCc1ccc2c(c1)C1(NN=C(c3ccccc3)S1)C(=O)N2 (configuration not stated) | -8 | -6 | -2 | -115 | -57 | 115* | -0.3 | 0 | -148 | 22
CN(C(=O)CSC1=NC2C(N=N1)c1cc(Br)ccc1N2C)C1CCCCC1 (configuration not stated) | -9 | 0 | 1 | -8 | 8 | 8 | -0.5 | . | 6 | -1
O=c1c2c3c(sc2nc2n1CCCCC2)CCCC3 | 1 | 2 | -9 | -14 | . | 14 | -3.3 | -3 | -5 | 1
Cc1ccc(C)c(Nc2c([N+](=O)[O-])ccc3nonc23)c1 | 14 | -4 | 1 | -31 | 7 | 31 | -0.4 | -2 | -4 | .
COc1ccc(S(=O)(=O)N2CN(CCc3ccc(OC)c(OC)c3)c3nc4ccccc4nc32)cc1 | -5 | 1 | -1 | 0 | -1 | 0 | -2.6 | -3 | 16 | 0
O=c1[nH][nH]c(=O)c2cc([N+](=O)[O-])ccc12 | -28&10 | -6&-5 | 2&-8 | 17&11 | -8&6 | -17&-11 | -0.1&1.0 | -4 | 70 | -4
CN(CC(=O)Nc1ccc2c(c1)OCCO2)Cc1nc2ccccc2c(=O)[nH]1 | -5 | 0 | -6 | 0 | 5 | 0 | -2.1 | 0 | -13 | 3
Cc1ccccc1-n1ncc2c1CC(C)(C)CC2NC(=O)CCC1=NNC(=O)CC1 (configuration not stated) | 0 | -17 | 9 | 10 | 9 | -10 | -2.3 | -3 | -15 | -5
Cc1ccc([N+](=O)[O-])cc1N | 0 | -2 | -2 | 1 | 4 | -1 | -1.1 | -2 | -40 | 3
O=C(NC(c1ccccc1)c1ccccn1)c1cccc([N+](=O)[O-])c1 (configuration not stated) | -6 | -4 | 0 | -10 | 3 | 10 | 1.0 | 0 | 28 | 2
CCCc1[nH]n(-c2nc3ccccc3s2)c(=O)c1C=NCCCN(CC)CC | -12 | 0 | -13 | 11 | 18 | -11 | -2.5 | -4 | -31 | 54*
CN(CC(=O)Nc1ccccc1C(F)(F)F)C(=O)Cc1ccc(S(=O)(=O)N2CCOCC2)s1 | -18 | -9 | -12 | 14 | 12 | -14 | -2.5 | -5 | -16 | -1
O=C(Nc1cccc2nsnc12)c1ccc(F)cc1 | -18 | -4 | -1 | -15 | 0 | 15 | -2.1 | -3 | -8 | -5
Cc1cnc(CN(C)C(=O)C2CCC(=O)N(CCc3cccc(F)c3)C2)[nH]1 (configuration not stated) | -2 | 7 | 0 | 18 | 5 | -18 | -0.6 | 0 | 7 | -9
CCCN1CCc2c(sc3nc(SCC)n(-c4ccc(OC)cc4)c(=O)c23)C1 | 9 | -3 | 6 | -26 | -2 | 26 | -1.6 | -1 | 17 | 2
OCCC#Cc1ccc(CN2CCN(Cc3ccsc3)C(CCO)C2)cc1 (configuration not stated) | 1 | 0 | 1 | 11 | -6 | -11 | -0.2 | -1 | 7 | 1
Cc1ccc(S(=O)(=O)NCC(=O)N(CC(=O)NCc2ccco2)Cc2ccc3c(c2)OCO3)cc1 | -8 | -2 | -12 | -1 | -2 | 1 | -0.9 | 3 | -2 | -2
CCOc1ccc(NC(=O)COC(=O)c2n[nH]c3ccccc23)cc1 | -18 | -6 | 3 | -7 | 19 | 7 | -0.5 | -2 | -8 | -3
O=C(CCCc1ccccc1)NCc1ccc2c(c1)OCO2 | -5 | -9 | 4 | -17 | -5 | 17 | 0.3 | -4 | -3 | -9
CC1CCCN(Cc2cccc(Oc3ccccc3)c2)C1 (configuration not stated) | -11 | -3 | -5 | 17 | 0 | -17 | -2.4 | -1 | -2 | 0
Cc1cc(C(=O)C(C)OC(=O)c2ccc(NC(=O)CC#N)cc2)c(C)n1-c1ccccc1 (configuration not stated) | -8 | -9 | 0 | -38 | -18 | 38 | -1.5 | . | -22 | 4
CC(C)NC(=S)N/N=C1\CCCCC1C1CCCCC1 (configuration not stated) | -12 | 0 | -9 | -46 | -10 | 46 | 0.7 | . | . | 3

8 compounds already listed, ordered by count of non-hydrogen atoms, high to low:
SMILES | PvdQ acylase | dFosB act | Rtt109 HAT inh | SR-BI DiI-HDL act | MITF TRPM1 HTS | SR-BI HDL uptake | CAL PDZ FP-1 | CAL PDZ FP-2 | PfHsp90 set2 | NSD2 inh
Cc1ccc(S(=O)(=O)NCC(=O)N(CC(=O)NCc2ccco2)Cc2ccc3c(c2)OCO3)cc1 | -8 | -2 | -12 | -1 | -2 | 1 | -0.9 | 3 | -2 | -2
CN(CC(=O)Nc1ccccc1C(F)(F)F)C(=O)Cc1ccc(S(=O)(=O)N2CCOCC2)s1 | -18 | -9 | -12 | 14 | 12 | -14 | -2.5 | -5 | -16 | -1
Cc1cc(C(=O)C(C)OC(=O)c2ccc(NC(=O)CC#N)cc2)c(C)n1-c1ccccc1 (configuration not stated) | -8 | -9 | 0 | -38 | -18 | 38 | -1.5 | . | -22 | 4
Cc1ccccc1-n1ncc2c1CC(C)(C)CC2NC(=O)CCC1=NNC(=O)CC1 (configuration not stated) | 0 | -17 | 9 | 10 | 9 | -10 | -2.3 | -3 | -15 | -5
OCCC#Cc1ccc(CN2CCN(Cc3ccsc3)C(CCO)C2)cc1 (configuration not stated) | 1 | 0 | 1 | 11 | -6 | -11 | -0.2 | -1 | 7 | 1
CC1CCCN(Cc2cccc(Oc3ccccc3)c2)C1 (configuration not stated) | -11 | -3 | -5 | 17 | 0 | -17 | -2.4 | -1 | -2 | 0
CC(C)NC(=S)N/N=C1\CCCCC1C1CCCCC1 (configuration not stated) | -12 | 0 | -9 | -46 | -10 | 46 | 0.7 | . | . | 3
O=C(Nc1cccc2nsnc12)c1ccc(F)cc1 | -18 | -4 | -1 | -15 | 0 | 15 | -2.1 | -3 | -8 | -5
